Screens as filed in PubChem BioAssay.
EZH2 inh = inhibitors of human EZH2/PRC2 methyltransferase; Q15910; PRC2 H3K27 methylation, DELFIA TRF, 1 h; inhibition, % at 12.5 µM; 0.35% of 57,000 active; AID 651548;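 active = mean inhibition of replicates at least 50% and every single replicate also reaching 50%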;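 also: dimethyl H3K27 on biotinylated H3 21-44 peptide detected by antibody; plate controls were median neutral control wells for no effect and median positive control wells for full effect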
Target sequence (Q15910 whole entry, looked up): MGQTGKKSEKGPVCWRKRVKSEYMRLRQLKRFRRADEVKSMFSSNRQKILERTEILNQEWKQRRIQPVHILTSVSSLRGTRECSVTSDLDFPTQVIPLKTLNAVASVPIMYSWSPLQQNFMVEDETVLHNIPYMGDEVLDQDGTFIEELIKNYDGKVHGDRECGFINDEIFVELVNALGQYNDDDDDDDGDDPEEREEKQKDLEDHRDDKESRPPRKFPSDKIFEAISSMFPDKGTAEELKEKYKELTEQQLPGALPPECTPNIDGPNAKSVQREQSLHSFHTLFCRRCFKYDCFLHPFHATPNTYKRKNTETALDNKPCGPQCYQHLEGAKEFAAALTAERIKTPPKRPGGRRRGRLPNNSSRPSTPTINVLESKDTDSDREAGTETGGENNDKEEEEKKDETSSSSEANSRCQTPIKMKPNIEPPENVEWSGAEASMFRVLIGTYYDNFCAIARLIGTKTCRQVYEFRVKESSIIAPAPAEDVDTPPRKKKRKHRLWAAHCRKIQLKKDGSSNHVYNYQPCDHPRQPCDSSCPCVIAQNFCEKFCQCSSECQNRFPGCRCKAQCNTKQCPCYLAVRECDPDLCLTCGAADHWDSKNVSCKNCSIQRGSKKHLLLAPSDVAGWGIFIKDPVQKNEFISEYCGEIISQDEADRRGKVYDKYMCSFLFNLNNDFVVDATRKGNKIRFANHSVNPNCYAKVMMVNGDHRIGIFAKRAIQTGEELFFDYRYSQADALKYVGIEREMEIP
IDH1 R132H inh = inhibitors of human IDH1 R132H | IDH1 R132H reductase, diaphorase/resazurin fluorescence, 60 min | inhibition, % at 10 µM | 0.18% of 70,000 active | AID 624101; in the data active = inhibition above about 34%;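 also: 0% = DMSO and 100% = no enzyme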
* hit, by the source's call; nt = not tested or not shown; & = joins results of further samples. This is a subset (hit frequency here may not be typical).

SMILES	EZH2 inh	IDH1 R132H inh
CCOC(=O)c1c(NC(=O)c2ccc(N(C)S(C)(=O)=O)cc2)sc2c1CCCC2	9.3	0.4
COc1ccc(CN(C)C[C@H]2OCCCC[C@H](C)Oc3ccc(N(C)C)cc3C(=O)N([C@H](C)CO)C[C@@H]2C)cc1	9.0	-4.3
CO[C@@H]1CN(C)C(=O)c2ccc(NS(C)(=O)=O)cc2OC[C@H](C)N(C(=O)NC(C)C)C[C@H]1C	8.6	0.3
Cc1noc(C)c1C(=O)NCc1ccccn1	-3.3	0.6
COc1ccc(S(=O)(=O)Nc2ccc3c(c2)C(=O)N([C@H](C)CO)C[C@@H](C)[C@H](CN(C)C(=O)NC2CCCCC2)OCCCC[C@H](C)O3)cc1	nt	9.1
CCCC#Cc1ccc2c(c1)O[C@H](CN(C)C(=O)CN(C)C)[C@@H](C)CN([C@H](C)CO)S2(=O)=O	-6.3	-3.2
C[C@@H]1CN([C@@H](C)CO)C(=O)c2ccccc2-c2ccccc2CO[C@@H]1CN(C)C(=O)[C@@H]1CCCN1C	-8.5	0.2
C[C@@H]1CN([C@H](C)CO)C(=O)CCCn2cc(nn2)CO[C@H]1CN(C)C(=O)c1ccccc1	nt	0.3
C[C@@H]1CCCCO[C@H](CN(C)C(=O)c2ccccc2)[C@H](C)CN([C@@H](C)CO)C(=O)c2cc(NS(=O)(=O)c3cccs3)ccc2O1	nt	2.2
CO[C@@H]1CN(C)C(=O)c2ccc(NC(=O)c3cc(C)on3)cc2OC[C@@H](C)N(S(=O)(=O)c2cccc(Cl)c2)C[C@H]1C	-10.4	0.2
C[C@H]1CN([C@@H](C)CO)C(=O)c2cc(C#Cc3cccnc3)cnc2O[C@@H]1CN(C)Cc1cccnc1	-10.4	10.4
O=C(C[C@H]1C[C@@H]2c3cc(NC(=O)Nc4ccccc4)ccc3O[C@@H]2[C@@H](CO)O1)NC1CCCC1	-5.2	-0.1
COc1ccc(-c2cnc3c(c2)C(=O)N([C@@H](C)CO)C[C@H](C)[C@H](CN(C)C(=O)C2CCC2)O3)cc1	8.7	2.3
O=C(C[C@H]1C=C[C@H](NC(=O)c2ccc(F)cc2)[C@H](CO)O1)NCCc1ccncc1	17.2	0.6
N#Cc1cc2c(nc1SCC(=O)Nc1ccccc1C(F)(F)F)CCCCC2	-0.8	0.1
CCCC(=O)Nc1ccc2c(c1)C(=O)N(C)C[C@@H](OC)[C@H](C)CN(C(=O)CN(C)C)[C@H](C)CO2	-3.3	-0.2
C[C@H](CO)N1C[C@H](C)[C@H](CN(C)C(=O)Nc2cc(F)ccc2F)Oc2cc(-c3cccc(F)c3)ccc2S1(=O)=O	nt	-0.1
C[C@H]1CN([C@@H](C)CO)S(=O)(=O)c2ccc(C#CC3CC3)cc2O[C@H]1CN(C)C	-4.7	-0.1
CO[C@H]1CN(C)C(=O)c2cc(NC(=O)c3ccc(F)cc3)ccc2OC[C@@H](C)NC[C@@H]1C	2.4	nt
C[C@@H]1CN([C@@H](C)CO)C(=O)c2cc(NC(=O)CCN3CCOCC3)ccc2O[C@H]1CN(C)C(=O)Nc1cccc2ccccc12	-15.1	0.6
COc1ccc(S(=O)(=O)N(C)C[C@H]2Oc3ccc(NS(=O)(=O)c4c(C)noc4C)cc3C(=O)N([C@H](C)CO)C[C@H]2C)cc1	nt	-0.4
Cc1ccc(S(=O)(=O)NC(=O)CSc2nc3ccccc3s2)cc1	5.4	-0.1
COc1ccc(CNC(=O)C[C@H]2C[C@@H]3c4cc(NS(=O)(=O)c5ccc(F)cc5)ccc4O[C@@H]3[C@@H](CO)O2)cc1	-12.7	0.3
COc1ccc(NC(=O)Nc2ccc3c(c2)C(=O)N([C@@H](C)CO)C[C@H](C)[C@H](CN(C)Cc2ccc(Oc4ccccc4)cc2)O3)cc1	nt	-1.0
COc1ccccc1NC(=O)N[C@@H]1CC[C@H](CCNS(=O)(=O)c2ccccc2)O[C@@H]1CO	-8.3	0.1
SMILES	EZH2 inh	IDH1 R132H inh
C[C@@H]1CN([C@@H](C)CO)C(=O)Cc2cc(NC(=O)Nc3ccc(C(F)(F)F)cc3)ccc2O[C@@H]1CN(C)Cc1ccc(Oc2ccccc2)cc1	nt	-0.1
Cc1sc2nc(SCC(=O)c3ccc4c(c3)OCCO4)n(-c3ccccc3)c(=O)c2c1C	-14.3	0.2
CO[C@@H]1CN(C)C(=O)c2cc(NS(C)(=O)=O)ccc2OC[C@H](C)N(CC2CCCCC2)C[C@@H]1C	5.1	0.1
C[C@@H]1CN([C@H](C)CO)C(=O)CCCn2nncc2CO[C@@H]1CN(C)S(=O)(=O)c1ccc(-c2ccccc2)cc1	nt	0.3
COc1ccc(NC(=O)N(C)C[C@@H]2Oc3ccc(NC(=O)Nc4ccccc4)cc3C(=O)N([C@@H](C)CO)C[C@@H]2C)cc1	0.7	-0.1
O=C(N[C@H]1CC[C@@H](CC(=O)N2CCOCC2)O[C@H]1CO)c1ccc2c(c1)OCO2	-9.6	0.2
COc1cccc(NC(=O)N[C@@H]2CC[C@@H](CC(=O)N3CCCCC3)O[C@@H]2CO)c1	1.2	-0.5
CCCC#Cc1cnc2c(c1)C(=O)N([C@H](C)CO)C[C@H](C)[C@@H](CN(C)C(=O)c1cccnc1)O2	-3.4	-0.9
CCCN(CCC)CC1CCCCN1CCNC(=O)N1c2ccccc2C(=O)Nc2cccnc21 (centres undefined)	nt	-0.6
C[C@@H]1CCCCO[C@@H](CN(C)S(=O)(=O)c2cn(C)cn2)[C@H](C)CN([C@@H](C)CO)C(=O)c2cc(NS(=O)(=O)c3ccccc3)ccc2O1	nt	-16.6
C[C@@H]1CCCCO[C@H](CN(C)Cc2ccc(C(=O)O)cc2)[C@@H](C)CN([C@@H](C)CO)C(=O)c2cc(NS(C)(=O)=O)ccc2O1	nt	3.3
COc1ccccc1S(=O)(=O)N(C)C[C@@H]1Oc2cc(/C=C/c3ccccc3)ccc2S(=O)(=O)N([C@@H](C)CO)C[C@@H]1C	-0.6	-0.3
C/C=C/c1cnc2c(c1)C(=O)N([C@@H](C)CO)C[C@@H](C)[C@@H](CN(C)C(=O)c1ccc3c(c1)OCO3)O2	nt	-0.7
COc1ccc(C(=O)Nc2cccc(-n3cc(C(=O)NO)nn3)c2)cc1	12.0	nt
C[C@H]1CCCCO[C@H](CN(C)C(=O)Nc2ccc(C(F)(F)F)cc2)[C@@H](C)CN([C@@H](C)CO)C(=O)c2cc(NS(=O)(=O)c3ccc(Cl)cc3)ccc2O1	nt	3.5
C[C@@H]1CN([C@@H](C)CO)S(=O)(=O)c2ccc(Br)cc2O[C@@H]1CN(C)Cc1ccc(C(=O)O)cc1	-3.2	nt
C[C@H](CO)N1C[C@H](C)[C@H](CN(C)C(=O)Nc2ccccc2)Oc2ccc(NC(=O)CCCCCC(=O)Nc3ccccc3N)cc2C1=O	8.5	-0.1
O=C(Nc1ccccc1)Nc1ccc2c(c1)[C@H]1C[C@@H](CC(=O)N3CCCCC3)O[C@@H](CO)[C@H]1O2	7.0	0.0
Cn1nnnc1SCC(=O)Nc1ccc2ccccc2c1	1.6	0.1
C[C@H](CO)N1C[C@H](C)[C@@H](CN(C)Cc2ccc(-c3ccccc3)cc2)Oc2c(NC(=O)c3cnccn3)cccc2C1=O	0.2	2.3
CCC(=O)N1C[C@H](C)[C@@H](OC)CN(C)C(=O)c2cc(NC(=O)C3CCCCC3)ccc2OC[C@H]1C	5.3	0.3
O=C(C[C@H]1CC[C@@H](NC(=O)C2CCC2)[C@@H](CO)O1)NCc1ccccc1Cl	-1.5	-0.6
C[C@H](CO)N1C[C@H](C)[C@H](CN(C)Cc2ccncc2)Oc2ncc(C#CCN(C)C)cc2C1=O	-4.1&-10.2	-0.2&2.5
C[C@H]1CN([C@@H](C)CO)C(=O)c2cc(-c3cccc(F)c3)cnc2O[C@@H]1CN(C)Cc1ccccc1	10.3	-1.5
CNC(=O)[C@H]1O[C@@H](n2cnc3c(NCc4cccc(I)c4)ncnc32)C(O)[C@H]1O (some centres undefined)	nt	0.2
SMILES	EZH2 inh	IDH1 R132H inh
COc1ccccc1S(=O)(=O)N[C@@H]1CC[C@H](CCn2cc(C3CC3)nn2)O[C@H]1CO	-4.3	0.0
C[C@H](CO)N1C[C@H](C)[C@H](CN(C)Cc2cccnc2)OCc2ccccc2-c2ccccc2C1=O	-8.7	8.9
CC(=O)n1cc([C@@H]2C=C(C(=O)NCc3ccccc3)O[C@H](OCc3ccc(CO)cc3)C2)c2ccccc21	-3.2	nt
COc1ccc(S(=O)(=O)N(C)CC(=O)Nc2cccc(C(F)(F)F)c2)cc1	-8.5	-0.5
C[C@@H]1CN([C@H](C)CO)C(=O)c2cccc(NC(=O)C3CC3)c2O[C@@H]1CN(C)S(=O)(=O)c1ccccc1	0.7	1.1
CC(C)NC(=O)N(C)C[C@H]1Oc2ncc(C#CC3(O)CCCC3)cc2C(=O)N([C@H](C)CO)C[C@H]1C	7.2	-0.4
O=C(NCC[C@@H]1CC[C@@H](NC(=O)c2ccc3c(c2)OCO3)[C@@H](CO)O1)Nc1cc(F)ccc1F	0.7	0.3
C[C@@H]1CN([C@H](C)CO)C(=O)c2cc(NC(=O)CCN3CCOCC3)ccc2O[C@H]1CN(C)C(=O)Nc1ccc(C(F)(F)F)cc1	nt	1.6
Cc1noc(C)c1NC(=O)N(C)C[C@@H]1Oc2cc(Br)ccc2S(=O)(=O)N([C@@H](C)CO)C[C@H]1C	-11.2	nt
C[C@H]1CN([C@@H](C)CO)C(=O)c2cc(NC(=O)C3CC3)ccc2O[C@H]1CN(C)CC1CC1	4.2	1.4
O=C(CN1CCOCC1)N[C@@H]1CC[C@@H](CCNC(=O)C2CCC2)O[C@H]1CO	8.8	0.5
O=C(C[C@@H]1C[C@H]2c3cc(NS(=O)(=O)c4ccc(F)cc4)ccc3O[C@H]2[C@H](CO)O1)NCCN1CCCCC1	1.6	0.2
C[C@H](CO)N1C[C@H](C)[C@H](CN(C)C(=O)Cc2ccncc2)Oc2cc(C#Cc3ccccc3F)ccc2S1(=O)=O	-11.9	-0.7
Cc1ccc(S(=O)(=O)NCC[C@@H]2CC[C@H](NC(=O)c3cccnc3)[C@H](CO)O2)cc1	1.0	-0.1
C[C@@H]1CN([C@@H](C)CO)C(=O)c2cc(-c3cccnc3)cnc2O[C@H]1CN(C)C(=O)c1cccc(F)c1	-12.3&-4.4	-0.1
C[C@H]1CN([C@@H](C)CO)C(=O)c2cc(NC(=O)NC3CCCCC3)ccc2O[C@H]1CN(C)Cc1ccc(C(=O)O)cc1	nt	1.3
Cc1ccc(-c2nc(S(=O)(=O)c3ccc(F)cc3)c(NCc3ccco3)o2)cc1	8.6	0.5
O=C(CCCCCC(=O)N/N=C/c1cccnc1)NO	9.9	-0.1
COC(=O)c1ccccc1NC(=O)CNC(=O)c1ccco1	nt	0.0
CCN(CC)CCOC(=O)C(c1ccccc1)C1CCCCC1 (centres undefined)	nt	-1.6
Cc1ccc(S(=O)(=O)Nc2cccc3c2O[C@@H](CN(C)Cc2ccc(C(=O)Nc4ccccc4N)cc2)[C@H](C)CN([C@H](C)CO)C3=O)cc1	-44.6	nt
CC(C)C#Cc1ccc2c(c1)O[C@H](CN(C)C(=O)C1CCCCC1)[C@H](C)CN([C@@H](C)CO)S2(=O)=O	-14.8	-2.0
COc1ccc(NC(=O)N(C)C[C@@H]2Oc3ccc(NS(=O)(=O)c4ccccc4)cc3C(=O)N([C@H](C)CO)C[C@H]2C)cc1	nt	-1.7
COc1ccc(S(=O)(=O)N(C)C[C@H]2Oc3ccc(NC(=O)c4ccncc4)cc3C(=O)N([C@@H](C)CO)C[C@@H]2C)cc1	nt	-3.7
CO[C@H]1CN(C)C(=O)c2cc(NC(=O)C3CCOCC3)ccc2OC[C@@H](C)N(C(=O)c2ccccc2)C[C@H]1C	2.9	-0.1
SMILES	EZH2 inh	IDH1 R132H inh
C[C@H](CO)N1C[C@H](C)[C@H](CN(C)Cc2ccc3c(c2)OCO3)Oc2c(NC(=O)C3CCOCC3)cccc2C1=O	-10.2	2.2
CNC[C@@H]1Oc2ccc(NC(=O)Cc3ccccc3)cc2C(=O)N([C@H](C)CO)C[C@@H]1C	9.7	nt
C[C@@H]1CN([C@H](C)CO)C(=O)Cc2cc(NC(=O)CCC(F)(F)F)ccc2O[C@@H]1CN(C)Cc1ccncc1	1.9	8.2
CCCN(C)C[C@@H]1Oc2cc(C#Cc3cccnc3)ccc2S(=O)(=O)N([C@@H](C)CO)C[C@@H]1C	-16.4	0.3
Cn1c(SCc2nc3ccccc3s2)nnc1-c1cccs1	11.9	-0.3
Cc1ccc(S(=O)(=O)N(C)C[C@@H]2Oc3ccc(NC(=O)Cc4cn(C)c5ccccc45)cc3CC(=O)N([C@@H](C)CO)C[C@@H]2C)cc1	nt	0.5

By substructure: the entries above containing a COOH group
SMILES	EZH2 inh	IDH1 R132H inh
C[C@@H]1CCCCO[C@H](CN(C)Cc2ccc(C(=O)O)cc2)[C@@H](C)CN([C@@H](C)CO)C(=O)c2cc(NS(C)(=O)=O)ccc2O1	nt	3.3
C[C@@H]1CN([C@@H](C)CO)S(=O)(=O)c2ccc(Br)cc2O[C@@H]1CN(C)Cc1ccc(C(=O)O)cc1	-3.2	nt
C[C@H]1CN([C@@H](C)CO)C(=O)c2cc(NC(=O)NC3CCCCC3)ccc2O[C@H]1CN(C)Cc1ccc(C(=O)O)cc1	nt	1.3

Five entries from above, with bars between the fields.
molecule | EZH2 inh | IDH1 R132H inh
C[C@H](CO)N1C[C@H](C)[C@H](CN(C)Cc2ccc3c(c2)OCO3)Oc2c(NC(=O)C3CCOCC3)cccc2C1=O | -10.2 | 2.2
CNC[C@@H]1Oc2ccc(NC(=O)Cc3ccccc3)cc2C(=O)N([C@H](C)CO)C[C@@H]1C | 9.7 | nt
C[C@@H]1CN([C@H](C)CO)C(=O)Cc2cc(NC(=O)CCC(F)(F)F)ccc2O[C@@H]1CN(C)Cc1ccncc1 | 1.9 | 8.2
CCCN(C)C[C@@H]1Oc2cc(C#Cc3cccnc3)ccc2S(=O)(=O)N([C@@H](C)CO)C[C@@H]1C | -16.4 | 0.3
Cn1c(SCc2nc3ccccc3s2)nnc1-c1cccs1 | 11.9 | -0.3
